Source: PubChem BioAssay
FUS suppressor: suppressors of FUS proteinopathy in yeast. S. cerevisiae FUS-expressing, growth rescue, OD600, 24 h. Potency, µM (titrated, usually from 76.6 µM), inactives show at the top dose growth rescue (activation), hits mostly activators. hit rate 0.24% among 390,000;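 also: plate controls were DMSO vehicle for no effect and reference control for full effect; nearly all actives have a fitted effect of over 55% in size; some results filed as inactive show a strong effect at the top dose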
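Yeast expressing FUS under galactose induction, OD 0.005 in 2% galactose medium; compounds in a dilution series, 24 h at 30C. Growth rescue by absorbance at 600 nm; CP55940 positive control, DMSO negative.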
TDP-43 yeast inh: TDP-43 toxicity inhibition in yeast. Potency, µM (highest dose often 46.1 µM), for the others: at the top dose growth rescue (activation), actives largely listed as activators. TDP-43 expressing yeast growth rescue, BacTiter-Glo, 24 h. hit rate 1.8% among 410,000; also: % of control where 0% means no effect; nearly all actives have a fitted effect of over 50% in size
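Cell-based yeast growth screen: TDP-43 expression induced in galactose, inoculum OD600=0.02 after raffinose pregrowth to mid-log. Read-out BacTiter-Glo luminescence at 24 hr, 30 deg C; inhibition of toxicity seen as signal increase.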
EPAC1 antagonist: EPAC1 (human) antagonism; O95398; EPAC1 GEF assay, Rap1b-BODIPY-GDP exchange fluorescence; Potency, µM (series often up to 115 µM), inactives show top-dose activity change, negative = inhibition, most hits filed as inhibitors; hit rate 0.14% among 360,000;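 also: plate controls were vehicle for no effect and positive control for full effect; nearly all actives have a fitted effect of over 50% in size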
Target sequence (O95398 whole entry, looked up): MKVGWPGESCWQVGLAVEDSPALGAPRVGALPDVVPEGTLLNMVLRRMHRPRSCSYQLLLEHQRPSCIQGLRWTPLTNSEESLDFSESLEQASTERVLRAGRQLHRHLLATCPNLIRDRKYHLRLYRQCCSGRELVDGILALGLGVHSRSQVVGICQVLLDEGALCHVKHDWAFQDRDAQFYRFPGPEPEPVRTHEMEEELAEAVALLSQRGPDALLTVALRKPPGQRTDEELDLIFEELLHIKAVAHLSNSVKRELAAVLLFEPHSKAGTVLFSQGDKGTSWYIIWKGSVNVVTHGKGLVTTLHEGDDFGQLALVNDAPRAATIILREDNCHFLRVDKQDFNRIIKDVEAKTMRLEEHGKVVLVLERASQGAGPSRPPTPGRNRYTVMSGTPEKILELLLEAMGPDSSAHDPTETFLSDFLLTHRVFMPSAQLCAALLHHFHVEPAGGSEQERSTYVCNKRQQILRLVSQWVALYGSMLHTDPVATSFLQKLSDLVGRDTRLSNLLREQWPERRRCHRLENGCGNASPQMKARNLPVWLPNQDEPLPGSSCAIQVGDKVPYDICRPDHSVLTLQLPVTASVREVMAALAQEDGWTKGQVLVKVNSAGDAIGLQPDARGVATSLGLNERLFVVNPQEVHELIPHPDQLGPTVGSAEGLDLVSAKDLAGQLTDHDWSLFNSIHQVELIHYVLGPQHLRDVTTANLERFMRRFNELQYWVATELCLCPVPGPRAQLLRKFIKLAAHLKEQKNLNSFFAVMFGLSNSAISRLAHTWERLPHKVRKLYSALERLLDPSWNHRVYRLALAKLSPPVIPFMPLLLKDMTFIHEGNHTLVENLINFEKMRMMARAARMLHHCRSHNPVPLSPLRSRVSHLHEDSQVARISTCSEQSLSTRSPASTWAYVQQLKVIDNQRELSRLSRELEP
EPAC2 antagonist: EPAC2 (human) antagonism | Q8WZA2 | EPAC2 GEF exchange of Rap1B-BODIPY-GDP, fluorescence | Potency, µM (top dose mostly 114 µM), inactives show top-dose activity, negative = inhibition, actives largely listed as inhibitors | hit rate 0.18% among 360,000 | AID 720708; also: % is scaled to controls: 0 for no effect and ±100 for the full control effect; nearly all actives have a fitted effect of over 45% in size; many of its hits are not listed in these tables
aSyn yeast inh: inhibitors of alpha-synuclein toxicity in yeast; Yeast expressing alpha-synuclein, growth rescue, BacTiter-Glo, 24 h; Potency, µM (highest dose often 46.1 µM), inactives show top-dose growth rescue (activation), most hits filed as activators; hit rate 0.14% among 370,000; AID 652106; also: % of control where 0% means no effect; nearly all actives have a fitted effect of over 65% in size
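Screening used galactose-induced yeast with toxic alpha-synuclein levels, exposed to compound for 24 hr at 30 deg C. Cell growth, read with BacTiter-Glo luminescence, gave the measured signal.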
EPAC1 agonist: activates human EPAC1 exchange factor | O95398 | EPAC1 agonist qHTS, biochemical assay; response scale: 100% = response to 6.5 mM cAMP | Potency, µM (highest dose often 154 µM), without a hit: top-dose activation, hits mostly activators | hit rate 0.073% among 360,000 | AID 720707; also: nearly all actives have a fitted effect of over 60% in size
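Read-out is the fluorescence drop as BODIPY-GDP leaves Rap1B (480 nm excitation, 540 nm emission), recorded every 5 minutes over 30 minutes. Reactions held 100 nM EPAC1, 250 nM Rap1B–BODIPY-GDP and 50 uM GDP, with 6.5 mM cAMP setting full activation.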
EPAC2 ag: activates human EPAC2 exchange factor. Potency, µM (top dose mostly 154 µM), for the others: at the highest dose activation, hits mostly activators. EPAC2 activation, biochemical qHTS; response scale: 100% = 6.5 mM cAMP response. hit rate 0.079% among 360,000. Q8WZA2; also: nearly all actives have a fitted effect of over 50% in size
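Exchange assay: 100 nM EPAC2 with 250 nM Rap1B-BODIPY-GDP and 50 uM GDP. Fluorescence (ex 480/em 540 nm) read every 5 min for 30 min at room temperature. Data normalized to 6.5 mM cAMP as agonist control.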
PTHR1 ag: agonists of human PTHR1 parathyroid hormone receptor; HEK293 GP2 PTHR1 cells, GloSensor cAMP luminescence, 1 h; Potency, µM (top dose mostly 115 µM), for the others: top-dose activation, usual class: activators; hit rate 0.075% among 410,000; also: nearly all actives have a fitted effect of over 55% in size; some results filed as inactive show a strong effect at the top dose; inactives centre near -15; many of its hits are not listed in these tables
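HEK-293-derived GP2 cells expressing PTHR1 and a GloSensor cAMP reporter, 3,000/well, plated overnight, given luciferin plus IBMX (each 0.5 mM as added) for 1 h at 37 °C, then compound for 1 h at 37 °C. Luminescence was read after 15 min at room temperature.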
* hit, by the source's call; i = inactive; ? = inconclusive; . = no result given; [ ] = dose if it differs, or a comment. Calls follow the shape of the dose curve; as a rule, active = well fitted curve in the direction sought with a large enough effect; inconclusive = small, poorly fitted or top-dose-only effect, or another doubt; inactive = no such curve, though single readings can be large; an effect the other way counts as inactive or inconclusive. Potency is read from the fitted curve at half-maximal effect.

SMILES	FUS suppressor	TDP-43 yeast inh	EPAC1 antagonist	EPAC2 antagonist	aSyn yeast inh	EPAC1 agonist	EPAC2 ag	PTHR1 ag
O=C(OC1CC2CC1[C@H]1CCCCN1C2=O)N1CCC(c2ccccc2)CC1 (some centres not stated)	12%	30%	-26%	7%	-6%	1%	10%	-55%[inhibitor]
COc1cccc(-c2cc(C(=O)N3CCN(S(=O)(=O)c4ccccc4)CC3)[nH]n2)c1	5%	6%	?	3%	1%	-1%	10%	-48%[inhibitor]
CCOc1ccc(NC(=O)CN(C)C(=O)Cn2c(=O)cnc3ccccc32)cc1OCC	2%	3%	-20%	-8%	4%	0%	1%	i
c1ccc(OCCSc2nnnn2-c2ccccc2)cc1	22%	3%	8%	17%	-2%	18%	23%	-5%[57.5 µM]
COc1ccccc1NC(=O)c1ccc2c(c1)C(=O)N(c1ccccc1OC)C2=O	15%	-16%	-11%	-5%	-8%	8%	17%	-22%
C/C(=N/NS(=O)(=O)c1ccccc1)c1c[nH]c2ccccc12	7%	-4%	1%	-5%	-15%	8%	3%	-5%
CC(C)NC(=S)NNc1nc2ccccc2s1	7%	0%	9%	1%	3%	-7%	-2%	-16%
CC(SCc1cn2cc(Cl)ccc2n1)C(=O)O (configuration not stated)	-13%	-17%	9%	-3%	-3%	3%	2%	-7%[57.5 µM]
C=CCSc1nc2ccccc2n1C(=O)/C=C/c1cc(OC)c(OC)c(OC)c1	?	-7%	-3%	3%	12%	4%	7%	-25%
COc1cc([N+](=O)[O-])ccc1NC(=O)Cc1ccc(F)cc1	9%	0%	-29%	-19%	5%	-5%	0%	-10%
COC(=O)CN(C#N)c1nc(C)cc(C)n1	.	22%	2%	3%	-7%	1%	-4%	-1%
CN(/C=C/C(=O)C(F)(F)F)Cc1ccccc1	24%	?	21%	17%	-3%	-2%	3%	i
COC1=C(Nc2ccc(OC)cc2)C(=O)C(OC)=C(Nc2ccc(OC)cc2)C1=O	12%	21%	-8%	-3%	-1%	5%	2%	i
CCN(CC)S(=O)(=O)c1ccc(NC(=O)c2ccc(NS(C)(=O)=O)cc2)cc1	22%	-12%	4%	0%	3%	6%	-5%	-14%[57.5 µM]
CCN1CCN(c2ccc(S(=O)(=O)N3CCOCC3)cc2NC(=O)/C=C/c2ccc(OC)cc2OC)CC1	22%	15%	4%	1%	3%	30%	-1%	-4%
CCOC(=O)C1CCCN(C(=O)c2ccc3c(c2)OCCO3)C1 (configuration not stated)	6%	19%	14%	3%	0%	-5%	1%	i
COc1ccc(C(=O)C2CCCN(C(=O)CCc3ccccn3)C2)c(C)c1 (configuration not stated)	-17%	21%	-4%	-5%	0%	9%	2%	-27%
COc1cccc(-n2nc(-c3ccnn3-c3ccc(F)cc3)c(=O)n(C)c2=O)c1	-22%	1%	-17%	-3%	-1%	16%	-14%	i
Clc1cccc(-c2nc3c4ccccc4ccn3c2Cc2ccsc2)c1	20%	?	-1%	-6%	6%	12%	13%	-14%
COc1ccc(Cl)c(-c2cc(C(=O)NC(C)C)[nH]n2)c1	4%	2%	11%	24%	-14%	-3%	3%	i
CCOc1ccc(S(=O)(=O)n2cc(F)c(=O)[nH]c2=O)cc1[N+](=O)[O-]	-8%	18%	-5%	8%	5%	17%	7%	-3%
O=S1(=O)N[C@@H](Cc2ccccc2)COc2cc(N3CC[C@H](O)C3)ccc21	-11%	2%	-12%	4%	1%	5%	3%	-29%
O=C(NCCCN1CCOCC1)c1cc(Cl)ccc1[N+](=O)[O-]	-16%	-11%	3%	3%	-14%	1%	7%	-21%
CCS(=O)(=O)N1Cc2ccccc2CC1C(=O)Nc1nc2ccccc2s1 (configuration not stated)	.	7%	2%	12%	17%	7%	12%	-24%
Cc1cc(C(=O)CCl)c(C)n1Cc1ccco1	28%	10µM*	-27%	-8%	-31%[inhibitor]	1%	1%	-40%[inhibitor]

Record cards (already shown). Order of values: FUS suppressor	TDP-43 yeast inh	EPAC1 antagonist	EPAC2 antagonist	aSyn yeast inh	EPAC1 agonist	EPAC2 ag	PTHR1 ag
Profile of `C/C(=N/NS(=O)(=O)c1ccccc1)c1c[nH]c2ccccc12` = 7%	-4%	1%	-5%	-15%	8%	3%	-5%
Profile of `CC(SCc1cn2cc(Cl)ccc2n1)C(=O)O` (configuration not stated) = -13%	-17%	9%	-3%	-3%	3%	2%	-7%[57.5 µM]

Some entries already given, showing only TDP-43 yeast inh:
compound | TDP-43 yeast inh
CN(/C=C/C(=O)C(F)(F)F)Cc1ccccc1 | ?
COC1=C(Nc2ccc(OC)cc2)C(=O)C(OC)=C(Nc2ccc(OC)cc2)C1=O | 21%
CCN(CC)S(=O)(=O)c1ccc(NC(=O)c2ccc(NS(C)(=O)=O)cc2)cc1 | -12%

Next compounds:
SMILES	FUS suppressor	TDP-43 yeast inh	EPAC1 antagonist	EPAC2 antagonist	aSyn yeast inh	EPAC1 agonist	EPAC2 ag	PTHR1 ag
COc1ccc(NC2CCCN(C(=O)CCCn3cncn3)C2)cc1OC (configuration not stated)	3%	-4%	2%	0%	-6%	0%	7%	i
COC(=O)c1cc(OC)c(OC)cc1NC(=O)Nc1cccc(C(C)=O)c1	15%	-10%	-5%	6%	3%	9%	-2%	0%
O=C(Cn1nnc(-c2ccc3c(c2)OCO3)n1)NCc1ccco1	10%	-3%	12%	10%	1%	-1%	-5%	i
Cc1ccc(Nc2nc(N)nc(CCl)n2)c(C)c1	-14%	3%	-14%	3%	-7%	-4%	8%	-75%
CCC(CN(C)C)Oc1cc(NCc2ccccc2)c2ncn(C(C)C)c2c1 (configuration not stated)	18%	4%	?	15%	2%	-6%	1%	i
Fc1ccc(COc2ccccc2CNc2nn[nH]n2)cc1	0%	-18%[0.397 µM]	7%	2%	-2%	-9%	-7%	-13%
COc1ccc(C2=Nc3ccccc3N(C(=O)c3ccc(C(F)(F)F)cc3)C2C(=O)NCc2ccccc2)cc1 (configuration not stated)	22µM*	-2%	-23%	-1%	9%	-13%	-11%	-11%
O=C(O)C1CC=CCC1C(=O)NCCCCc1ccccc1 (configuration not stated)	5%	-1%[9.22 µM]	0%	7%	-5%	-1%	4%	i
COC(=O)c1cc(CNC(=O)C2CC(=O)N(c3ccc4c(c3)OCCO4)C2)ccc1OC (configuration not stated)	.	10%	4%	5%	0%	3%	7%	-7%
CCCOC(=O)c1[nH]c2c(c1C)C(=O)CC(c1ccc(OC)c(OC)c1)C2 (configuration not stated)	0%	18%	15%	7%	0%	5%	5%	i
Cc1ccc(C2=NN(C(=O)CCl)C(c3cccs3)C2)o1 (configuration not stated)	5%	20µM*	-16%	?	1%	-1%	10%	-30%
CCCCCN(C(=O)CCC(=O)OCC(=O)Nc1ccc(C)cc1F)c1c(N)n(CCCC)c(=O)[nH]c1=O	40%	15%	5%	3%	-5%	-41%[inhibitor]	-10%	i
O=C(NCC1COc2ccccc2O1)c1cc2ccccc2o1 (configuration not stated)	-13%	20%	1%	5%	6%	-5%	-1%	17%[57.5 µM]
CC1CCN(C(=O)c2cc3nc(-c4ccccc4)cc(-c4ccccc4)n3n2)CC1	32%	-5%	-11%	6%	-7%	11%	7%	?
CC(C)CN(C(=O)CN1CCN(c2cccc(Cl)c2)CC1)c1c(N)n(CC(C)C)c(=O)[nH]c1=O	1%	-11%	-12%	-8%	2%	0%	-1%	?
Nc1c(C(=O)N/N=C/c2ccc([N+](=O)[O-])cc2)cnn1-c1ccccc1	7%	-26%	24%	-4%	-3%	0%	8%	i
Cc1ccc(NC(=O)CSc2ccc(-c3ccc4c(c3)OCO4)nn2)cc1F	17%	-21%	14%	15%	6%	-8%	-6%	-15%
O=C(c1c[nH]c2ccccc12)N1CCN(c2ccccc2)CC1	21%	19%	-6%	-3%	13%	-1%	3%	-75%[inhibitor]
COc1ccc(C(=O)/C(C)=N/O)cc1OC	0%	6%	-1%	10%	-5%	4%	2%	-17%[57.5 µM]
CCN1CCN(C(=O)c2cc3c(=O)oc4ccc(C)cc4c3s2)CC1	-9%	18%	-2%	2%	0%	-7%	7%	5%
CC(C)(Cc1ccc(O)cc1)NC(=O)SCc1ccccc1	-1%	0%	-28%	-6%	23%	7%	14%	i
CCOC(=O)c1cn(CC)c2cc(F)c(F)cc2c1=O	-6%	8%	-11%	4%	-2%	2%	9%	i
CCCCNC(=S)N1CCN(CC)CC1	8%	-10%[0.397 µM]	-6%	16%	0%	-5%	1%	i
CNC(=O)C1(c2ccccc2)CCCCC1	-30%	21%	13%	-1%	3%	8%	1%	i
Cc1cc(SCc2ccc(Br)cc2)nc(=O)[nH]1	3%	?	19%	5%	-2%	-10%	0%	i

Further records:
SMILES	FUS suppressor	TDP-43 yeast inh	EPAC1 antagonist	EPAC2 antagonist	aSyn yeast inh	EPAC1 agonist	EPAC2 ag	PTHR1 ag
CCCc1ccccc1OCCNS(=O)(=O)c1cc2c(cc1C)OCC(=O)N2	33%	-12%	-1%	1%	2%	-5%	16%	-28%
Cc1ccc2nc3c(cc(S(=O)(=O)c4ccccc4)c(=N)n3C3CCCC3)c(=O)n2c1	15%	5%	-27%	4%	-1%	11%	-1%	i
CCn1nnnc1-c1ccc(OC)c(S(=O)(=O)Nc2ccc(OC)cc2)c1	25%	-18%	1%	15%	8%	-6%	3%	-1%[57.5 µM]
O=S(=O)(c1ccccc1)N1CCN(C/C=C/c2ccccc2)CC1	15%	-4%	-4%	-21%	-1%	13%	15%	-29%
Cc1ccc(OCCSc2nc3ccccc3n2CC(=O)O)c(C(C)C)c1	13%	0%	-19%	-18%	-5%	7%	-3%	-7%
Cc1ccc(S(=O)(=O)N(Cc2cccc([N+](=O)[O-])c2)C(=O)N2CCN(C)CC2)cc1	24%	-14%	-6%	-10%	-1%	8%	14%	-4%
CN(CC(=O)Nc1ccccc1Cl)C(=O)CN1C(=O)NC(c2ccccc2)(c2ccccc2)C1=O	15%	13%	-29%	0%	0%	-5%	2%	-6%
CCOC(=O)c1c(S(=O)(=O)NCc2ccco2)c(C)n(C)c1C	-14%	5%	11%	-9%	-6%	2%	-1%	i
COC(=O)Nc1nnc(/C=C/c2ccc(OC)cc2)s1	2%	2%	2%	-1%	-10%	4%	6%	i
CN(C)c1ccc(NC(=O)CN2CCN(CC(=O)Nc3ccc(F)cc3)CC2)cc1	-14%	4%	-3%	-1%	-2%	1%	-2%	i
CC(=O)Nc1c(-c2ccc3ccccc3c2)nc2ccccn12	-30%	-17%	-25%	-15%	-11%	-4%	13%	-38%[inhibitor]
CCc1ccc(C(=O)NNC(=O)CCN2CCN(Cc3ccccc3)CC2)cc1	13%	-1%	16%	4%	0%	3%	8%	i
CCCC(C(=O)NC1CCCC1)N(C(=O)Cn1nnc(-c2ccc(C)o2)n1)c1cccc(O)c1 (configuration not stated)	?	-14%	4%	1%	-1%	8%	15%	-8%

Not all compounds are listed. The share of hits here may be higher or lower than overall.
